# PLK1 PBD inh: inhibitors of human PLK1 polo-box domain binding | 360,000 compounds, 2.8% hits | Potency, µM, without a hit: max response, negative = inhibition, actives largely listed as inhibitors | AID 720504 | Plk1 PBD binding of FITC phosphopeptide, fluorescence polarization; note: potency is the fitted concentration of half-maximal effect; series mostly up to about 57 µM; % is set by controls: 0 for no effect and ±100 for the full control effect; nearly all actives have a fitted effect of over 65% in size
# Target sequence (P53350 whole entry, looked up, the tested form may be a part): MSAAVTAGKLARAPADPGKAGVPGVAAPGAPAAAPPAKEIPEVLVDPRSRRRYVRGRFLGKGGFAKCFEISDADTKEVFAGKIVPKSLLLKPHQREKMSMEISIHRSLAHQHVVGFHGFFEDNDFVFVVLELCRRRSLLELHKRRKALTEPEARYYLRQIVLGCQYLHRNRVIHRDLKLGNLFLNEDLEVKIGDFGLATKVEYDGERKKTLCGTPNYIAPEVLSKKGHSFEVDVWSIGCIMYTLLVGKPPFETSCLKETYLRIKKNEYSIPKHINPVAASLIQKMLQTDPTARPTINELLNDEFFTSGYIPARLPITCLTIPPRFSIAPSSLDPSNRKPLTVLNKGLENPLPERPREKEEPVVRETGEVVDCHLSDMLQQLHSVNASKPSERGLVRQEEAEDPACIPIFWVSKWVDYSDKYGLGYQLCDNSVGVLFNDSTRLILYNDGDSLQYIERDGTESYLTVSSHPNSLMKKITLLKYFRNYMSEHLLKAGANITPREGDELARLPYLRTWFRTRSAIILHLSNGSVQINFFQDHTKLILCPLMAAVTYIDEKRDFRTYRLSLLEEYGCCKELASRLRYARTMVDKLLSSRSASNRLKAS
# PI5P4K alpha inh: inhibitors of human PI5P4K alpha; PI5P4Kalpha enzyme, ADP-Glo luminescence, 60 min; active compounds read low; max response, %; 330,000 compounds, 1.2% hits; active = max response of -50% or lower; inconclusive = between -30% and -50%; inactive = -30% or higher; note: value at the top dose of about 77 µM; % is set by controls: 0 for no effect and ±100 for the full control effect
#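 Compounds were pin-transferred onto PI5P4Kalpha and substrate in HEPES pH 7.4 buffer with EGTA, CHAPS and 5% DMSO. ATP (5 microM final) started the reaction, which ran 60 minutes at room temperature before ADP-Glo detection.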
# PTHR1 ag: activates the human parathyroid hormone receptor PTHR1 | Q03431 | HEK293 GP2 PTHR1 cells, GloSensor cAMP luminescence, 1 h | Potency, µM (series often up to 115 µM), inactives show at the highest dose activation, most hits filed as activators | 410,000 compounds, 0.075% hits | AID 743266; note: potency is the fitted concentration of half-maximal effect; nearly all actives have a fitted effect of over 55% in size; some results filed as inactive show a strong effect at the top dose; inactives centre near -15; many of its hits are not listed in these tables
#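 HEK-293-derived GP2 cells expressing PTHR1 and a GloSensor cAMP reporter, 3,000/well, plated overnight, given luciferin plus IBMX (each 0.5 mM as added) for 1 h at 37 °C, then compound for 1 h at 37 °C. Luminescence was read after 15 min at room temperature.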
# GLP1R ag: GLP-1 receptor (human) agonism; HEK293 GLP-1R CRE-luciferase, luminescence, 4-6 h; cells express a hypersensitive GLP-1R form; Potency, µM (doses to about 45.6 µM), for the others: top-dose activation, hits mostly activators; 380,000 compounds, 0.007% hits; AID 624172; note: potency is the fitted concentration of half-maximal effect; % of control where 0% means no effect
# Target sequence (P43220 whole entry, looked up): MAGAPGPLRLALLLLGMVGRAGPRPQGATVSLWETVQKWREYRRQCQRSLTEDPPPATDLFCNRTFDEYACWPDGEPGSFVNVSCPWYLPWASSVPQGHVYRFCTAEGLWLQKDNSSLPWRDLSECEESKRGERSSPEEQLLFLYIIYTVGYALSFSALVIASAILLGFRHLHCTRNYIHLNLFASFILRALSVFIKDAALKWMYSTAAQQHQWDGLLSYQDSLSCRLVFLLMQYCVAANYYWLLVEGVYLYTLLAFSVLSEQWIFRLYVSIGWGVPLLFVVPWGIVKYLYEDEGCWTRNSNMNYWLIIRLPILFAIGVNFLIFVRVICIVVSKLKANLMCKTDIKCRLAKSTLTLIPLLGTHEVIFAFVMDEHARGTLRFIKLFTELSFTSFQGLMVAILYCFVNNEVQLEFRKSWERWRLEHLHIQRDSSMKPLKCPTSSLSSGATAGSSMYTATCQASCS
# GLP1R inv ag: inverse agonists of human GLP-1 receptor | 410,000 compounds, 1.6% hits | Potency, µM (series often up to 38.3 µM), without a hit: at the top dose activity change, negative = inhibition, usual class: inhibitors | HEK293 GLP-1R CRE-luciferase, luminescence, 24 h; GLP-1R form is constitutively active; note: potency is the fitted concentration of half-maximal effect; % is set by controls: 0 for no effect and ±100 for the full control effect; nearly all actives have a fitted effect of over 55% in size
#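 Cells are plated, allowed 12 hours at 37 deg C, then treated with compounds for 24 hr before luciferase detection reagent is added and luminescence is read after 12 min at room temperature. The HEK293 line carries constitutively active GLP-1R with a cAMP-responsive reporter.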
# HEK293 tox: cytotoxicity counter-screen for GLP-1 receptor inverse agonists; HEK293 cAMP-luciferase reporter cells, luminescence, 24 h; Potency, µM (series often up to 38.3 µM), without a hit: at the top dose activity change, negative = inhibition, usual class: inhibitors; AID 624418; 410,000 compounds, 0.13% hits;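 note: loss of luciferase light is scored as toxicity; potency is the fitted concentration of half-maximal effect; % is set by controls: 0 for no effect and ±100 for the full control effect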
#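 Compound-treated cells are incubated 24 hr at 37 deg C under 5% CO2 after a 12 hour attachment period, then luciferase detection reagent is added and luminescence is measured following 12 min at room temperature; lowered signal indicates toxicity.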
# EPAC1 agonist: agonists of human EPAC1; 360,000 compounds, 0.073% hits; EPAC1 agonist qHTS, biochemical assay; response scale: 100% = response to 6.5 mM cAMP; Potency, µM (doses to about 154 µM), without a hit: at the top dose activation, hits mostly activators; note: potency is the fitted concentration of half-maximal effect; nearly all actives have a fitted effect of over 60% in size
#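 Fluorescent GDP-exchange assay: 100 nM EPAC1 with 250 nM Rap1B preloaded with BODIPY-GDP and 50 uM GDP; compounds tested as concentration series, 5 min at room temperature, then read every 5 min for 30 min (ex 480/em 540 nm); normalized to 6.5 mM cAMP.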
# IL-2 act: activators of IL-2. IL-2 activation reporter assay, cell-based qHTS; stimulated with anti-CD3/CD4/CD28 beads; in transgenic mouse T cells. activation, % (series mostly up to about 46 µM). 360,000 compounds, 0.065% hits. AID 652025; in the data active = activation above about 50%; inconclusive = mostly about 30% to 49%; note: 0% is about no effect
#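 Screening format: compound pinned onto unstimulated transgenic mouse T cells, 60 min incubation, then anti-CD3/anti-CD4/anti-CD28 bead stimulation for 18 hours at 37 degrees C, followed by EGFP and DsRed detection.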
# EPAC1 antagonist: antagonists of human EPAC1 | O95398 | EPAC1 GEF assay, Rap1b-BODIPY-GDP exchange fluorescence | Potency, µM (top dose mostly 115 µM), without a hit: top-dose activity change, negative = inhibition, hits mostly inhibitors | 360,000 compounds, 0.14% hits;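 note: potency is the fitted concentration of half-maximal effect; plate controls were vehicle for no effect and positive control for full effect; nearly all actives have a fitted effect of over 50% in size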
# * marks the source's active call; other numbers are inactive results; i = inactive; ? = inconclusive; · = not tested or not shown; & = joins results of further samples; [ ] = dose if it differs, or a comment. Unless noted, calls come from the whole dose curve; as a rule, active = well fitted curve in the direction sought with a large enough effect; inconclusive = small, poorly fitted or top-dose-only effect, or another doubt; inactive = no such curve, though single readings can be large; an effect the other way counts as inactive or inconclusive.
# Values run as follows: PLK1 PBD inh | PI5P4K alpha inh | PTHR1 ag | GLP1R ag | GLP1R inv ag | HEK293 tox | EPAC1 agonist | IL-2 act | EPAC1 antagonist
CCC1CCCCN1CCCNC(=O)c1c(O)nc2c(C)cccn2c1=O (stereo not given)
→ -4% | 3 | -8% | 0%&-1% | -4%&-11% | -12%&-5% | 6% | -0.9 | 15%
COC(=O)c1cc(S(=O)(=O)Nc2cc(S(=O)(=O)N(C)C)ccc2C)oc1C
→ -7% | 2 | -19% | 1% | 16% | -11% | 17% | 0.7 | -7%
CC(=O)c1ccc2c(c1)OCCOCCOc1ccc(C(C)=O)cc1OCCOCCO2
→ -4% | 6 | -22% | -6% | 10% | 0% | 13% | 0.4 | 3%
CCOC(=O)Nc1ccc(N2CCOCC2)c(S(=O)(=O)N2CCOCC2)c1
→ 0% | 2 | i | -4% | 19% | 5% | 3% | -2.3 | -21%
Cc1ccc(C)c(/C=N/Nc2ccccn2)c1
→ -3% | -3 | 16% | 3% | -17% | -14% | -18% | -0.9 | 11%
O=C(CSc1nnc(-c2ccco2)o1)c1ccc[nH]1
→ -26% | -86* | -1% | 12% | 3% | -2% | 0% | 1.7 | ?
O=C(COC(=O)CC1CC2CCC1C2)NCc1ccc(F)cc1 (stereo not given)
→ 0% | 2 | -15% | 16% | -14% | -17% | -5% | 0.6 | -13%
CN(C(=O)COC(=O)c1ccc(=O)n(Cc2ccccc2)n1)C1CCS(=O)(=O)C1 (stereo not given)
→ -1% | 8 | i | 2% | 9% | -2% | 0% | 0.0 | 10%
CC1CC(C)(C)NC(=O)O1 (stereo not given)
→ -2% | 0 | i | 2% | 1% | -4% | -2% | 2.5 | 11%
CN(C1CCS(=O)(=O)C1)S(=O)(=O)c1cccc2nsnc12 (stereo not given)
→ -2% | 1 | i | -10% | 4% | 5% | 2% | 0.0 | -11%
Cc1ccc(NC(=O)C(=O)NCC2CCCO2)cc1 (stereo not given)
→ -12% | 0 | i | 1% | 3% | -4% | 6% | -2.2 | -7%
CCn1cc(C(=O)NCC2CCCO2)c(=O)c2cc(S(=O)(=O)N3CCCCCC3)ccc21 (stereo not given)
→ -1% | · | -4%[57.5 µM] | -1% | 16% | 4% | 2% | -0.5 | 3%
Cc1ccc(S(=O)(=O)N2CCOCC2)cc1C(=O)Nc1nc(-c2ccccn2)cs1
→ 17µM* | -25 | -12% | -1% | ? | -16% | -4% | -0.3 | -3%
Cc1ccc(S(=O)(=O)NC(=O)N(C)C2CCCCC2)cc1
→ -11% | -1 | i | 6% | 2% | 0% | -2% | 4.0 | -4%
C=CCNC(=O)CC1Nc2c3ccccc3nc(=S)n2C1=O (stereo not given)
→ -19% | -7 | 4% | -3% | -13%[7.66 µM] | -1%[7.66 µM] | -3% | -0.6 | 8%
CCOC(=O)C1ON2CCCCC2C1(O)C(F)(F)F (stereo not given)
→ -17% | -1 | i | 14% | 1% | -3% | 10% | 0.7 | ?
CCOc1ccc(NC(=O)Nc2ccc3c(c2)N(C)C(=O)CS3)cc1
→ 0% | -13 | -6% | -3% | ? | -6% | -16% | -1.3 | 9%
CCOc1ccc(NC(=O)CSc2ncc(-c3ccc(F)cc3)n2Cc2ccco2)cc1
→ -14% | 2 | -11% | 9% | ? | 3% | 6% | -1.2 | ?
CCOC(=O)c1c(SC)[nH]c2c(Cl)cccc2c1=O
→ -2% | -4 | i | -4% | 5% | -4% | 6% | 0.3 | -12%
Cc1ccc(SCc2cc(=O)[nH]c(/N=C(\N)Nc3cccc4ccccc34)n2)cc1
→ ? | -7 | -53%[inhibitor] | 10% | 16% | 0% | 0% | -4.1 | 16%
Clc1cccc(CNc2ccn3nc(-c4ccccc4)cc3n2)c1
→ -8% | 14 | -20% | 21% | ? | -12% | 5% | -0.4 | -12%
C=CCc1cccc(/C=N/c2ncn[nH]2)c1O
→ -26% | 1 | -24% | 1% | 23% | 2% | 9% | 0.3 | -12%
CC(=O)C(CC(=O)N1CCCC1)C(=O)Nc1ccc(Cl)cc1 (stereo not given)
→ -2% | 0 | -19% | -4% | -6% | 6% | -2% | -0.2 | 3%
Cc1ccc(OC(=O)CCC(=O)Nc2ccc(C(N)=O)cc2)cc1
→ -5% | -7 | i | 0% | 9% | 13% | -13% | 2.1 | -4%
O=C(/C=C/c1cccc(O)c1)c1cccnc1
→ ? | -27 | -34%[inhibitor] | -1% | 6% | 8% | 8% | 0.4 | 3%
Cc1ccccc1C(=O)Nc1ccc2c(c1)C(=O)NC2=O
→ -5% | -3 | -22% | 5% | -1% | 5% | -14% | -2.6 | 0%
O=C(c1ccc([N+](=O)[O-])c(CS(=O)(=O)c2ccc(Cl)cc2)c1)N1CCCCC1
→ -2% | 10 | -9% | 8% | ? | -8% | 8% | 3.7 | 4%
Fc1ccc(CSc2ccc3nnc(-c4cccnc4)n3n2)cc1
→ -3% | -14 | -14% | 4% | 50%[activator] | 5% | 2% | -3.4 | 3%
Cc1cc(N2C(=O)C=CC2=O)c([N+](=O)[O-])cc1C
→ 6µM* | -56* | ? | -4% | ? | ? | -9% | -3.2 | -7%
O=C(CN1C(=O)NC2(CCc3ccccc32)C1=O)Nc1ccc(Cl)cc1F (stereo not given)
→ 2% | 1 | i | -1% | -10% | -9% | 2% | -3.2 | 2%
O=C(CC1CC1)Nc1ccc2c(c1)[C@H]1C[C@H](CC(=O)N3CCc4ccccc4C3)O[C@@H](CO)[C@H]1O2
→ 4% | 1 | 0% | -1% | -9% | -3% | -18% | 2.8 | 7%
Cc1ccc(-c2cc(-c3coc4ccccc4c3=O)c3c(n2)-c2cc(Cl)ccc2OC3)cc1
→ · | · | -12% | -2% | -2% | 1% | · | · | ·
Cc1cc(NC(=O)c2cc3ccccc3o2)ccc1NC(=O)c1ccccc1
→ -9% | -3 | -26% | 5% | -13% | -17% | -9% | 0.8 | -9%
Cc1cnc(NC(=O)CSc2nnc(C)s2)s1
→ 0% | -1 | i | -11% | 1% | 2% | -6% | -1.0 | 11%
Cc1cc(C)n2nc(SCC(=O)c3c(N)n(CC(C)C)c(=O)n(C)c3=O)nc2n1
→ 4% | -2 | i | -1% | -1% | -9% | -7% | -0.7 | 7%
NC(=O)c1ccc(Nc2nc(C(N)c3ccccc3Cl)cs2)cc1 (stereo not given)
→ -4% | 4 | -23% | -3% | -22% | -4% | 6% | -0.3 | -9%
O=C1OC[C@H]2CCCN2C(=O)[C@@H](CC(=O)N(CCO)Cc2ccccc2)C/C=C\C[C@@H]1Cc1ccc(F)cc1
→ 1% | 1 | -10% | 1% | -22% | -4% | 6% | -0.5 | -13%
Cc1ccc(C2=NS(=O)(=O)N(C)C(C(=O)NCc3ccccc3)=C2)cc1
→ -3% | -11 | i | 8% | -8% | -3% | -5% | -2.5 | -14%
Cc1cc(C)n2nc(-c3ccccc3)c(-c3ccccc3)c2n1
→ -15% | 2 | -14% | 12% | 18% | -6% | 6% | -3.8 | -2%
O=C(NCCn1ccc2ccccc21)c1cccc([N+](=O)[O-])c1
→ -3% | 1 | i | 11% | ? | -2% | -3% | -0.1 | -8%

# Rewritten as labelled records: entries from further up
> O=C(CC1CC1)Nc1ccc2c(c1)[C@H]1C[C@H](CC(=O)N3CCc4ccccc4C3)O[C@@H](CO)[C@H]1O2
  PLK1 PBD inh: 4%; PI5P4K alpha inh: 1; PTHR1 ag: 0%; GLP1R ag: -1%; GLP1R inv ag: -9%; HEK293 tox: -3%; EPAC1 agonist: -18%; IL-2 act: 2.8; EPAC1 antagonist: 7%

> Cc1ccc(OC(=O)CCC(=O)Nc2ccc(C(N)=O)cc2)cc1
  PLK1 PBD inh: -5%; PI5P4K alpha inh: -7; PTHR1 ag: i; GLP1R ag: 0%; GLP1R inv ag: 9%; HEK293 tox: 13%; EPAC1 agonist: -13%; IL-2 act: 2.1; EPAC1 antagonist: -4%

> CN(C(=O)COC(=O)c1ccc(=O)n(Cc2ccccc2)n1)C1CCS(=O)(=O)C1 (stereo not given)
  PLK1 PBD inh: -1%; PI5P4K alpha inh: 8; PTHR1 ag: i; GLP1R ag: 2%; GLP1R inv ag: 9%; HEK293 tox: -2%; EPAC1 agonist: 0%; IL-2 act: 0.0; EPAC1 antagonist: 10%

# Further records
mol	PLK1 PBD inh	PI5P4K alpha inh	PTHR1 ag	GLP1R ag	GLP1R inv ag	HEK293 tox	EPAC1 agonist	IL-2 act	EPAC1 antagonist
O=C(CCS(=O)(=O)Cc1ccccc1F)NCCCN1CCCCC1	-3%	-4	i	-5%	2%	6%	-2%	0.8	5%
COc1ccc([N+](=O)[O-])cc1Nc1c2ccccc2nc2ccccc12	-7%	-2	-94%[inhibitor]	2%	?	?	9%	-1.0	8%
CCc1ccc(-c2cc(C)no2)cc1S(=O)(=O)N1CCN(c2ccc(C(C)=O)cc2)CC1	-19%	-2	-17%	2%	?	2%	13%	-1.3	-3%
CC(=N[C@@H]1CCCC[C@H]1N=C(C)c1ccccc1O)c1ccccc1O	-1%	-5	i	0%	2%	1%	-7%	-2.0	7%
CC(OC(=O)Cc1n[nH]c(=O)c2ccccc12)C(=O)Nc1cccc([N+](=O)[O-])c1 (stereo not given)	-5%	2	-27%	11%	1%[0.307 µM]	1%[0.307 µM]	5%	-0.9	-16%
CCn1c(/C=C/Nc2ccccc2)[n+](CC)c2cc(Cl)c(Cl)cc21	-5%	1	-25%	5%	?	30%[activator]	-10%	-4.4	15%
S=C(NC1CCCCC1)NN1CCOCC1	3%	-7	15%	-5%	7%	10%	-1%	-0.4	-12%
COc1ccc(C(=O)NCC(=O)OCC(=O)N2N=C(c3ccc(Cl)cc3)CC2c2ccco2)cc1OC (stereo not given)	-5%	4	i	12%	-3%	2%	2%	-1.1	-13%
O=C(CN1CCOCC1)Nc1ccc(S(=O)(=O)N2CCCCCC2)cc1	-2%	·	-2%[57.5 µM]	-10%	0%	3%	-6%	-1.9	-14%
CC1=NOC(=O)/C1=C/c1ccc(O)c(Cl)c1	?	-10	-32%[inhibitor]	6%	-3%	2%	9%	-0.7	4%
Cc1cc2c(cc1S(N)(=O)=O)S(=O)(=O)CCC2	0%	-6	-25%	-4%	-2%	10%	-16%	-0.2	-23%

# Some of the compounds tested; the hit share may differ from the screen's.
